Screening results from PubChem.
GASC1 inh: inhibitors of GASC-1 (KDM4C) histone demethylase, primary screen, biochemical, single concentration HTS. inhibition, % at 12.5 µM. AID 720574, 2013. GST-KDM4C 2-372, H3K9me3 peptide, LANCE TR-FRET. 96,000 tested, 0.15% active;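 active means mean replicate inhibition above about 25%, with at least 55% of replicates also reaching it, limit read from the data, passing the limit was not always enough; inconclusive means only one of those two conditions met; inactive means neither condition met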
Target sequence (Q9H3R0 2-372 limits assumed): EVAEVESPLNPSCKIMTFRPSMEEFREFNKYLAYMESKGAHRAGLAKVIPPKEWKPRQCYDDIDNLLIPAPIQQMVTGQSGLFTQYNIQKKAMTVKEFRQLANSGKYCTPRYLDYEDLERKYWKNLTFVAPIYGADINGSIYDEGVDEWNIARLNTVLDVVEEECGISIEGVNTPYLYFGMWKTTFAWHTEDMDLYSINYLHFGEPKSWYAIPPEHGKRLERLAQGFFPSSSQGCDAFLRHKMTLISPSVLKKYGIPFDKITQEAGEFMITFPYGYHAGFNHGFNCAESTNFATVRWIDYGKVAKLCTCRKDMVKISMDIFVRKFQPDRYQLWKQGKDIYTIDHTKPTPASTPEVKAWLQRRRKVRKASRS
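System: N-terminal GST-fused human GASC-1 (KDM4C) fragment, residues 2-372 / Amount: 10 nM GST-KDM4C in enzyme reaction / Also added: H3K9me3 peptide with Fe(II)/2OG / Times: 30 min demethylation and 1 h detection at room temperature / Signal: LANCE TR-FRET / Read-out basis: Fall in 671/618 emission ratio as inhibition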
C diff HTS: C. difficile growth inhibitors, primary screen, HTS. Clostridium difficile clinical isolate growth, OD600, 24 h; active compounds read low. growth activity, negative = inhibition, % at 16 µg/mL (by protocol). 86,000 tested, 0.25% active;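 active means mean growth activity at or below -80% and every replicate also at or below -80%; inconclusive means mean at or below -80% but some replicate above -80%; inactive means mean growth activity above -80%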;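 further: 0% = DMSO wells and -100% = levofloxacin 16 µg/mL wells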
T cruzi growth: T. cruzi intracellular proliferation inhibitors, primary screen, cell-based, beta-gal Tulahuen parasites, NIH3T3 host, luminescence | T. cruzi beta-gal in NIH3T3, GalScreen luminescence, 90 h | inhibition, % at 8.34 µM | 77,000 tested, 5.9% active;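 active means mean inhibition above about 93%, with at least 55% of replicates each passing it, limit read from the data, passing the limit was not always enough; inconclusive means only one of those two conditions holds; inactive means neither condition holds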
Pf Dd2 inh: P. falciparum Dd2 growth inhibitors, primary screen, SYBR Green fluorescence, single dose replicates | activity change, % at 10 µM | 94,000 tested, 2.3% active | 72 h; active compounds read low | AID 1159554, 2015; in the data active means activity change below about -80%; inconclusive means no clear call, values can overlap the other calls
Active calls of the source: *; ? = inconclusive; nt = no result given.

# | molecule | C diff HTS | Pf Dd2 inh
1 | O=C(Nc1ccc(F)cc1)N[C@H]1CC[C@@H](CCn2cc(-c3ccccc3F)nn2)O[C@@H]1CO | 0 | nt
2 | C[C@@H]1CCCCO[C@@H](CN(C)C(=O)CCCN(C)C)[C@H](C)CN([C@@H](C)CO)C(=O)c2cc(NC(=O)C3CCCCC3)ccc2O1 | 3 | 26
3 | CN1CCN(C(=O)C[C@@H]2C[C@@H]3c4cc(NC(=O)CC5CC5)ccc4O[C@@H]3[C@H](CO)O2)CC1 | 1 | 17
4 | C[C@H](CO)N1C[C@H](C)[C@@H](CN(C)Cc2ccccc2)Oc2cc(-c3ccncc3)ccc2S1(=O)=O | -2 | -69
5 | C[C@H](CO)N1C[C@H](C)[C@H](CN(C)C(=O)NC2CCCCC2)Oc2c(NC(=O)C3CCCCC3)cccc2C1=O | 2 | 2
6 | C[C@@H]1CN([C@H](C)CO)C(=O)c2cc(NC(=O)C3CC3)ccc2O[C@H]1CN(C)S(=O)(=O)c1ccccc1 | 0 | 0
7 | Cc1ccc(S(=O)(=O)N[C@H]2CC[C@H](CCNC(=O)c3ccccc3F)O[C@@H]2CO)cc1 | nt | 1
8 | CNC[C@H]1OCCCC[C@H](C)Oc2ccc(NS(=O)(=O)c3ccc(Cl)cc3)cc2C(=O)N([C@@H](C)CO)C[C@@H]1C | 1 | -18
9 | C[C@@H]1CN([C@H](C)CO)S(=O)(=O)c2ccc(C#CC(C)(C)O)cc2O[C@H]1CN(C)C(=O)C1CCC1 | -2 | -9
10 | C[C@@H]1CN([C@@H](C)CO)C(=O)CCCn2nncc2CO[C@H]1CN(C)S(=O)(=O)c1ccc(Oc2ccccc2)nc1 | nt | -10
11 | CN(C)C(=O)C[C@H]1CC[C@H](NC(=O)C2CCOCC2)[C@H](CO)O1 | nt | -1
12 | O=C(C1CCC1)N1CCCCN2[C@H](CO)[C@@H](c3ccc(-c4ccncc4)cc3)[C@H]2C1 | 4 | 26
13 | COc1cccc(S(=O)(=O)Nc2ccc3c(c2)[C@H]2C[C@@H](CC(=O)N4CCCCC4)O[C@H](CO)[C@H]2O3)c1 | nt | 12
14 | CN(C)CC(=O)N[C@@H]1CC[C@H](CCNC(=O)C2CCCCC2)O[C@@H]1CO | -2 | -12
15 | COc1ccc(NC(=O)Nc2ccc3c(c2)C(=O)N([C@H](C)CO)C[C@H](C)[C@H](CN(C)S(=O)(=O)c2ccc(F)cc2)OCCCC[C@H](C)O3)cc1 | -2 | -51

# | T cruzi growth | GASC1 inh
1 | nt | 2.6
2 | 3 | 14
3 | 3 | 0.2
4 | 117* | 4.7
5 | 30 | -2.0
6 | nt | -2.7
7 | 0 | 1.1
8 | 67 | -2.0
9 | 11 | -0.7
10 | -11 | nt
11 | -40 | 0.9
12 | 98* | 15
13 | 52 | 0.9
14 | nt | -0.7
15 | ? | -0.9

(list continues)
# | molecule | C diff HTS | Pf Dd2 inh
16 | C[C@@H]1CN([C@@H](C)CO)C(=O)c2cc(C3=CCCC3)cnc2O[C@H]1CN(C)C(=O)c1ccc(F)cc1 | -3 | -29
17 | Cc1ccc(S(=O)(=O)N(C)C[C@@H]2Oc3ccc(NC(=O)Nc4cccc5ccccc45)cc3CC(=O)N([C@H](C)CO)C[C@@H]2C)cc1 | -12 | 3
18 | COc1ccc(S(=O)(=O)Nc2ccc3c(c2)CC(=O)N([C@H](C)CO)C[C@@H](C)[C@H](CN(C)Cc2ccc(Oc4ccccc4)cc2)O3)cc1 | 59 | -37
19 | O=C(Nc1ccc(F)cc1)N1C[C@H]2[C@@H](c3ccccc31)[C@H](CO)N2C(=O)c1ccccn1 | 3 | 6
20 | N#Cc1cccc(-c2ccc3c(c2)[C@H]2[C@H](CCN2C(=O)CN2CCOCC2)[C@H](CO)N3)c1 | -13 | 16
21 | C[C@H]1CN([C@@H](C)CO)S(=O)(=O)c2ccc(Br)cc2O[C@@H]1CN(C)C(=O)c1cccnc1 | -6 | 16
22 | CCCN(C)C[C@@H]1OCCCC[C@@H](C)Oc2ccc(NS(=O)(=O)c3ccc(C)cc3)cc2C(=O)N([C@@H](C)CO)C[C@@H]1C | 14 | -63
23 | C[C@@H]1CN([C@H](C)CO)C(=O)c2cc(NS(=O)(=O)c3ccccc3)ccc2O[C@@H](C)CCCCO[C@H]1CN(C)S(=O)(=O)c1ccc(Cl)cc1 | -17 | -66
24 | C[C@H](CO)N1C[C@H](C)[C@H](CN(C)C(=O)c2ccccc2)Oc2cc(C3=CCCC3)ccc2S1(=O)=O | 3 | -4
25 | C/C=C/c1ccc([C@H]2[C@@H](CO)N(S(C)(=O)=O)[C@@H]2CN(C)C(=O)CC)cc1 | 4 | -11
26 | C[C@H](CO)N1C[C@H](C)[C@H](CN(C)C(=O)Nc2cccc3ccccc23)Oc2ccc(NC(=O)Nc3ccc(F)cc3)cc2C1=O | -3 | -21
27 | CCCC#Cc1ccc2c(c1)O[C@H](CN(C)C(=O)c1ccccn1)[C@@H](C)CN([C@H](C)CO)S2(=O)=O | 19 | -36
28 | CNC[C@@H]1OCCCC[C@@H](C)Oc2ccc(NC(=O)CCCN(C)C)cc2C(=O)N([C@H](C)CO)C[C@@H]1C | 0 | 20
29 | Cc1noc(C)c1S(=O)(=O)Nc1cccc2c1O[C@H](CN(C)CC1CCCCC1)[C@H](C)CN([C@@H](C)CO)C2=O | 0 | -19
30 | COc1cccc(C(=O)Nc2ccc3c(c2)OC[C@H](C)N(CCc2ccccc2)C[C@@H](C)[C@@H](OC)CN(C)C3=O)c1 | nt | -35

# | T cruzi growth | GASC1 inh
16 | 34 | 2.3
17 | -14 | 4.2
18 | 65 | 2.1
19 | 20 | 2.2
20 | 54 | 0.2
21 | nt | -1.1
22 | 52 | 0.5
23 | nt | -0.6
24 | 37 | 3.6
25 | 90 | -2.8
26 | nt | -4.6
27 | 44 | 0.3
28 | 4 | 0.6
29 | 18 | -2.0
30 | 119* | -1.4

Some of the entries so far, as tab-separated lines.
nr	mol	C diff HTS	Pf Dd2 inh	T cruzi growth	GASC1 inh
15	COc1ccc(NC(=O)Nc2ccc3c(c2)C(=O)N([C@H](C)CO)C[C@H](C)[C@H](CN(C)S(=O)(=O)c2ccc(F)cc2)OCCCC[C@H](C)O3)cc1	-2	-51	?	-0.9
16	C[C@@H]1CN([C@@H](C)CO)C(=O)c2cc(C3=CCCC3)cnc2O[C@H]1CN(C)C(=O)c1ccc(F)cc1	-3	-29	34	2.3
17	Cc1ccc(S(=O)(=O)N(C)C[C@@H]2Oc3ccc(NC(=O)Nc4cccc5ccccc45)cc3CC(=O)N([C@H](C)CO)C[C@@H]2C)cc1	-12	3	-14	4.2
18	COc1ccc(S(=O)(=O)Nc2ccc3c(c2)CC(=O)N([C@H](C)CO)C[C@@H](C)[C@H](CN(C)Cc2ccc(Oc4ccccc4)cc2)O3)cc1	59	-37	65	2.1
19	O=C(Nc1ccc(F)cc1)N1C[C@H]2[C@@H](c3ccccc31)[C@H](CO)N2C(=O)c1ccccn1	3	6	20	2.2
20	N#Cc1cccc(-c2ccc3c(c2)[C@H]2[C@H](CCN2C(=O)CN2CCOCC2)[C@H](CO)N3)c1	-13	16	54	0.2
21	C[C@H]1CN([C@@H](C)CO)S(=O)(=O)c2ccc(Br)cc2O[C@@H]1CN(C)C(=O)c1cccnc1	-6	16	nt	-1.1
22	CCCN(C)C[C@@H]1OCCCC[C@@H](C)Oc2ccc(NS(=O)(=O)c3ccc(C)cc3)cc2C(=O)N([C@@H](C)CO)C[C@@H]1C	14	-63	52	0.5
23	C[C@@H]1CN([C@H](C)CO)C(=O)c2cc(NS(=O)(=O)c3ccccc3)ccc2O[C@@H](C)CCCCO[C@H]1CN(C)S(=O)(=O)c1ccc(Cl)cc1	-17	-66	nt	-0.6
24	C[C@H](CO)N1C[C@H](C)[C@H](CN(C)C(=O)c2ccccc2)Oc2cc(C3=CCCC3)ccc2S1(=O)=O	3	-4	37	3.6
25	C/C=C/c1ccc([C@H]2[C@@H](CO)N(S(C)(=O)=O)[C@@H]2CN(C)C(=O)CC)cc1	4	-11	90	-2.8
26	C[C@H](CO)N1C[C@H](C)[C@H](CN(C)C(=O)Nc2cccc3ccccc23)Oc2ccc(NC(=O)Nc3ccc(F)cc3)cc2C1=O	-3	-21	nt	-4.6
27	CCCC#Cc1ccc2c(c1)O[C@H](CN(C)C(=O)c1ccccn1)[C@@H](C)CN([C@H](C)CO)S2(=O)=O	19	-36	44	0.3

(cont.)
# | molecule | C diff HTS | Pf Dd2 inh
31 | C/C=C/c1ccc([C@@H]2[C@@H](CN(C)C(=O)NC3CCCC3)N(C(C)=O)[C@H]2CO)cc1 | -7 | -5
32 | O=C(C1CCC1)N1C[C@H]2[C@@H](c3ccccc31)[C@H](CO)N2C(=O)Nc1cccc(F)c1 | -3 | -7
33 | C[C@@H]1CN([C@@H](C)CO)C(=O)c2cc(NC(=O)Cn3cnnn3)ccc2O[C@@H]1CN(C)C | 1 | 10
34 | CC(=O)NC[C@H]1[C@@H](c2ccc(C#CC(C)C)cc2)[C@@H](CO)N1C(=O)C1CC1 | -2 | 18
35 | CNC[C@@H]1Oc2c(NS(C)(=O)=O)cccc2C(=O)N([C@H](C)CO)C[C@@H]1C | 4 | -9
36 | CC=Cc1ccc2n(c1=O)C[C@H]1[C@H](CO)[C@@H](C(=O)NCc3ccc(F)cc3)N(Cc3cncnc3)[C@@H]21 (mixture of isomers) | -4 | nt
37 | C[C@H]1CCCCO[C@H](CN(C)Cc2ccc(C(F)(F)F)cc2)[C@@H](C)CN([C@@H](C)CO)C(=O)c2cc(NS(=O)(=O)c3ccc(F)cc3)ccc2O1 | 8 | -43
38 | CN(C)C(=O)c1ccc(-c2ccc(C3[C@H]4CNC[C@@H]3N4Cc3ccccn3)cc2)cc1 (stereo partly drawn) | -3 | 30
39 | C[C@H]1CN([C@@H](C)CO)C(=O)c2cccc(NS(=O)(=O)c3ccc(Cl)cc3)c2O[C@H]1CN(C)S(C)(=O)=O | -4 | 11
40 | Cc1noc(C)c1S(=O)(=O)N(C)C[C@H]1Oc2ccc(NC(=O)Nc3cccc4ccccc34)cc2CC(=O)N([C@H](C)CO)C[C@H]1C | -5 | 18
41 | COc1ccc(S(=O)(=O)Nc2ccc3c(c2)C(=O)N([C@H](C)CO)C[C@@H](C)[C@@H](CN(C)S(=O)(=O)c2ccc(C)cc2)OCCCC[C@@H](C)O3)cc1 | nt | -75
42 | CN1C[C@@H]2[C@H](c3ccccc31)[C@H](CO)N2Cc1ccccc1F | 3 | -29
43 | CNC[C@H]1Oc2ccc(NS(=O)(=O)c3ccc(Cl)cc3)cc2C(=O)N([C@@H](C)CO)C[C@H]1C | 2 | 17
44 | CC(=O)N(C)C[C@@H]1Oc2ncc(C#CC(C)(C)O)cc2C(=O)N([C@H](C)CO)C[C@H]1C | 4 | 23
45 | CC(C)NC(=O)N(C)C[C@@H]1Oc2c(NC(=O)NC3CCCCC3)cccc2C(=O)N([C@H](C)CO)C[C@@H]1C | 2 | 31

# | T cruzi growth | GASC1 inh
31 | 52 | 2.6
32 | 23 | -2.2
33 | nt | 1.0
34 | nt | -1.7
35 | -43 | -0.4
36 | -22 | -1.5
37 | 28 | -1.1
38 | nt | 2.0
39 | 4 | -1.2
40 | 11 | -2.0
41 | nt | -1.5
42 | -23 | 1.8
43 | nt | -0.5
44 | 86 | -0.5
45 | 3 | 7.8

More compounds:
# | molecule | C diff HTS | Pf Dd2 inh
46 | Cc1ccc(S(=O)(=O)Nc2ccc3c(c2)C(=O)N([C@@H](C)CO)C[C@@H](C)[C@H](CN(C)Cc2ccc(-c4ccccc4)cc2)O3)cc1 | 28 | -3
47 | COc1ccc(S(=O)(=O)Nc2ccc3c(c2)CC(=O)N([C@@H](C)CO)C[C@H](C)[C@H](CN(C)Cc2ccc4c(c2)OCO4)O3)cc1 | -7 | -14
48 | CCCNC(=O)C[C@H]1CC[C@@H]2[C@H](COC[C@@H](O)CN2C(=O)c2cc(Cl)cc(Cl)c2)O1 | nt | 9
49 | CO[C@@H]1CN(C)C(=O)c2cc(NC(=O)NC3CCCCC3)ccc2OC[C@@H](C)N(CC2CCOCC2)C[C@@H]1C | nt | 12
50 | C[C@H]1CN([C@@H](C)CO)C(=O)Cc2cc(NS(C)(=O)=O)ccc2O[C@H]1CN(C)C | -1 | 0
51 | CCNC(=O)C[C@H]1CC[C@@H](NC(=O)C2CCC2)[C@@H](CO)O1 | 1 | nt
52 | CN1C(=O)c2cc(NC(=O)Cc3cccs3)ccc2OC[C@H]2O[C@@H](CC(=O)NCCc3ccncc3)CC[C@@H]21 | -1 | nt
53 | C[C@@H]1CN([C@H](C)CO)C(=O)c2cccc(NC(=O)C3CCCCC3)c2O[C@H]1CN(C)C(=O)Nc1cccc2ccccc12 | -7 | -61
54 | COc1ccc(S(=O)(=O)N(C)C[C@@H]2Oc3ccc(NC(=O)NC(C)C)cc3C(=O)N([C@@H](C)CO)C[C@H]2C)cc1 | -3 | -24

# | T cruzi growth | GASC1 inh
46 | 89 | -0.6
47 | 63 | 0.5
48 | 10 | -0.6
49 | nt | 0.5
50 | 64 | 1.3
51 | nt | -0.6
52 | -92 | -5.0
53 | 17 | -0.5
54 | -7 | 14

Rows are unselected (roughly 6.8% active in at least one column).
